MrgX1 allo act = positive allosteric modulators of MrgX1, primary screen, HEK293 cells, Fluo-4 calcium flux. 310,000 compounds, 0.63% hits. FDSS; active compounds read high. B-score at 10 µM;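 active = plate-corrected calcium response at least 3 library SD above typical, normal starting fluorescence, not activating the receptor alone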;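 also: compound read alongside a low EC10 to EC30 dose of BAM8-22 agonist; peak minus trough fluorescence over baseline measured at the second addition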
Target sequence (Q96LB2 whole entry, looked up): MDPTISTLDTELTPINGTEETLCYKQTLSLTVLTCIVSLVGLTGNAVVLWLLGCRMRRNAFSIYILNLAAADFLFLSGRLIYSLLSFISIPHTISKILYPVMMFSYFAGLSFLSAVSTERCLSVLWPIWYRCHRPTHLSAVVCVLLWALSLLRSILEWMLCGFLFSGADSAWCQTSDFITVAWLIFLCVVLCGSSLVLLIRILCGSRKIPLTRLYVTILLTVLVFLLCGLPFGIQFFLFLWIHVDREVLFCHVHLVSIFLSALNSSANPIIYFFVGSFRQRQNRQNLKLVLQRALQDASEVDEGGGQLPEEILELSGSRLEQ
RGS4 block = RGS4 inhibitors, primary screen, cell-based, HEK293 M3R inducible RGS4, calcium flux; Regulator of G-protein signaling 4 (Homo sapiens), P49798; B-score at 10 µM; 310,000 compounds, 0.45% hits; Fluo-4 calcium flux; active compounds read high; triggered by carbachol at its EC20; AID 463165, 2010;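 active = B-score, a plate-corrected calcium signal, over three deviations above library mean, with baseline fluorescence within five deviations of library mean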;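 also: RGS4 expression induced by doxycycline in cells with stable M3 receptor; B-score is computed from the integrated fluorescence ratio over baseline after carbachol; higher B-score means a larger calcium signal and so more RGS4 inhibition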
Target sequence (P49798 whole entry, looked up): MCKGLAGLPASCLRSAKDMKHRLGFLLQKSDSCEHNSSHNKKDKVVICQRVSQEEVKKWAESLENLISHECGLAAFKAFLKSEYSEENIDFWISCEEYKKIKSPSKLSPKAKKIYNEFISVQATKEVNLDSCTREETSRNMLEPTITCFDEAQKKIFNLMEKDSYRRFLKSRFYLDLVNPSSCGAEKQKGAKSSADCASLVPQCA
TRPC6 inh = mouse TRPC6 channel inhibitors, primary screen, cell-based, HEK293, membrane potential dye; Short transient receptor potential channel 6 (Mus musculus), Q61143; ACh-evoked depolarization; active compounds read low; B-score at 10 µM; 310,000 compounds, 1.1% hits; AID 2553, 2010;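 active = B-score under library mean minus 3 SD, initial fluorescence not abnormally high, positive integrated signal ratio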;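 also: B-score derived from integrated fluorescence ratio over the kinetic read; more negative B-score means stronger inhibition of depolarization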
SKKanGAS inh = S. pyogenes SKKanGAS growth inhibitors in kanamycin, primary screen, streptokinase expression inhibitor project, SKKanGAS strain, BacTiter-Glo luminescence; 6 h; inhibition, % at 7.5 µM; 300,000 compounds, 1.3% hits; AID 1662, 2009;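 active = mean replicate score, as percent of positive control median, at least 50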;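 also: strain carries kanamycin resistance gene driven by streptokinase promoter and grows in 40 µg/ml kanamycin; loss of luminescence reflects streptokinase promoter inhibition or plain growth inhibition; 0% = median of DMSO wells and 100% = positive control at its reference dose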
MrgX1 ag = agonists of human MrgX1 receptor, primary screen, HEK293 cells, Fluo-4 calcium flux; B-score at 10 µM; Fluo-4 calcium fluorescence, agonist mode; active compounds read high; 310,000 compounds, 0.44% hits;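 active = calcium response B-score plate-corrected fluorescence ratio at least 3 library SD, with starting fluorescence B-score inside 5 SD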
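Assay system: stable human MrgX1 HEK293 cell line. Quantity: 15,000 cells per well. Schedule: cells plated overnight, dye loaded 0.5 h 37 °C, 0.5 h room temperature. Detection: Fluo-4 NW calcium-flux fluorescence, kinetic read. Read-out basis: peak-minus-minimum fluorescence over baseline, converted to B scores. Control set: positive and negative control wells on each plate.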
MrgX1 antag = antagonists of human MrgX1 receptor, primary screen, HEK293 cells, Fluo-4 calcium flux; 310,000 compounds, 1.3% hits; B-score at 10 µM; Mas-related G-protein coupled receptor member X1 (Homo sapiens), Q96LB2; BAM8-22 antagonism; active compounds read low;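 active = calcium-response B-score plate-corrected more than 3 library SD below zero, starting fluorescence within 5 deviations, no agonist response on first addition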;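 also: peak minus trough fluorescence over baseline after final BAM8-22 challenge near maximal dose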
RGS4 act = RGS4 potentiators or activators, primary screen, cell-based, HEK293 M3R inducible RGS4, calcium flux; AID 463111, 2010; carbachol calcium flux Fluo4; active compounds read low; 310,000 compounds, 0.92% hits; B-score at 10 µM;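 active = B-score of the integrated calcium signal more than 4 SD below the library mean, with starting fluorescence not abnormally high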;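 also: negative B-score means reduced calcium response which marks RGS4 activation or potentiation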
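Test system: HEK293 cells with stable M3R and inducible RGS4; also added: carbachol at ECmax as muscarinic agonist stimulus; schedule: dye loading 30 min 37 °C, buffer rest 30 min RT; technique: kinetic calcium fluorescence imaging with Fluo4-AM dye, 2 µM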
TRPC6 act = mouse TRPC6 channel activators, primary screen, cell-based, HEK293, membrane potential dye. HEK293-TRPC6 membrane potential dye fluorescence; active compounds read high. B-score at 10 µM. 310,000 compounds, 0.13% hits. AID 2550, 2010;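 active = B-score of the integrated fluorescence ratio above library mean plus 3 SD, and starting fluorescence ratio within library mean plus 5 SD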;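 also: higher score means more depolarization so channel activation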
TRPC4 inh = inhibitors of mouse TRPC4 channel, primary screen, Fluo4 calcium, HEK293 TRPC4beta/mu-opioid cells | AID 2247, 2010 | 300,000 compounds, 0.39% hits | DAMGO-evoked Fluo4 calcium flux; active compounds read low | Short transient receptor potential channel 4 (Mus musculus), Q9QUQ5 | B-score at 10 µM;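 active = B-score over 3 SD under the library average, no early fluorescence shift, positive overall ratio signal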
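Signal: kinetic Fluo4 fluorescence imaging of calcium influx. Material: stable TRPC4beta/mu-opioid receptor HEK293 cells. Probe or stimulus: DAMGO in two steps, submaximal then maximal.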
Platelet DG rel = inhibitors of platelet dense granule secretion, primary screen, cell-based, MLPCN, human platelets; 300,000 compounds, 0.22% hits; human platelet-rich plasma, SFLLRN dense granule ATP release, luminescence; inhibition, %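 (compounds screened at 7.5 µM in platelet-rich plasma)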;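 active = mean replicate score, as percent of positive control, at or above 50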
HIF act = HIF pathway transcriptional activators, primary screen, cell-based, U2OS HRE-luciferase, luminescence; 300,000 compounds, 0.32% hits; U2OS HRE-luciferase reporter; normalized: DMSO 0%, desferrioxamine 100%; AID 1910, 2009; activation, % at 7.5 µM (by protocol);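 active = mean activation of at least 10% of the iron chelator positive control signal, with at least half of replicates also reaching 10%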
Numbers without * were called inactive; i = inactive; / = not tested or not shown.

SMILES | MrgX1 allo act | RGS4 block | TRPC6 inh | SKKanGAS inh | MrgX1 ag | MrgX1 antag | RGS4 act | TRPC6 act | TRPC4 inh | Platelet DG rel | HIF act
COc1ccc(S(=O)(=O)N2CCCC(C(=O)NC3CCCC3)C2)cc1OC (centres undefined) | i | i | i | 0 | i | i | i | i | i | -7 | -0.3
CCOC(=O)c1nc(C)n(-c2ccc(Cl)cc2)n1 | i | i | i | 1 | i | i | i | i | i | 3 | 0.8
COc1ccc(C(=O)NCCc2nnc3ccc(SCC(=O)Nc4ccccc4)nn23)cc1 | i | i | i | 4 | i | i | i | i | i | -2 | -0.1
COc1cccc(-c2cn(C[C@H]3CC[C@@H]([C@@H]4CC[C@H](Cn5cc(-c6cccc(OC)c6)nn5)O4)O3)nn2)c1 | i | i | i | 3 | i | i | i | i | i | -5 | -0.3
O=C(NCc1ccco1)C(c1ccc(F)cc1)N(Cc1cccnc1)C(=O)Cn1nnc2ccccc21 (centres undefined) | i | i | i | -3 | i | i | i | i | i | -31 | 0.4
COc1cccc(CN2CC(C(=O)NCCc3ccc(C)o3)CCC2=O)c1 (centres undefined) | i | i | i | -1 | i | i | i | i | i | -7 | -0.3
Cc1cc(C)n(-c2nncc(-c3ccccc3)n2)n1 | i | i | i | -15 | i | i | i | i | i | -3 | 1.3
CCOc1cc(/C=C2/C(=N)N3C=CSC3=NC2=O)ccc1OCCCOc1ccccc1C | i | i | i | 8 | i | i | i | i | i | 2 | 0.0
COc1ccc(-n2nc(C(=O)NCC(=O)N3CCC(C)CC3)c3ccccc3c2=O)cc1Cl | i | i | i | -3 | i | i | i | i | i | -16 | 2.6
CCOC(=O)c1sc(NC(=O)C(CC)OC(=O)C(CC(C)C)NC(=O)c2ccccc2)nc1C (centres undefined) | i | i | i | 21 | i | i | i | i | i | 3 | -0.2
COc1ccc(CCNC(=O)C2CCCN(Cc3nc(-c4cccc(Cl)c4)oc3C)C2)cc1OC (centres undefined) | i | i | i | -6 | i | i | i | i | i | 13 | 0.4
Cc1oc(C(C)(C)C)cc1C(=O)Nc1ccc2c(c1)OCO2 | i | i | i | -36 | i | i | i | i | i | 25 | 1.1

Exported comma-delimited: part of the list above
SMILES,MrgX1 allo act,RGS4 block,TRPC6 inh,SKKanGAS inh,MrgX1 ag,MrgX1 antag,RGS4 act,TRPC6 act,TRPC4 inh,Platelet DG rel,HIF act
O=C(NCc1ccco1)C(c1ccc(F)cc1)N(Cc1cccnc1)C(=O)Cn1nnc2ccccc21 (centres undefined),i,i,i,-3,i,i,i,i,i,-31,0.4
CCOC(=O)c1sc(NC(=O)C(CC)OC(=O)C(CC(C)C)NC(=O)c2ccccc2)nc1C (centres undefined),i,i,i,21,i,i,i,i,i,3,-0.2

Complete entries as entered above:
CCOC(=O)c1nc(C)n(-c2ccc(Cl)cc2)n1 is entered as MrgX1 allo act: i; RGS4 block: i; TRPC6 inh: i; SKKanGAS inh: 1; MrgX1 ag: i; MrgX1 antag: i; RGS4 act: i; TRPC6 act: i; TRPC4 inh: i; Platelet DG rel: 3; HIF act: 0.8
CCOc1cc(/C=C2/C(=N)N3C=CSC3=NC2=O)ccc1OCCCOc1ccccc1C is entered as MrgX1 allo act: i; RGS4 block: i; TRPC6 inh: i; SKKanGAS inh: 8; MrgX1 ag: i; MrgX1 antag: i; RGS4 act: i; TRPC6 act: i; TRPC4 inh: i; Platelet DG rel: 2; HIF act: 0.0

Carrying on:
SMILES | MrgX1 allo act | RGS4 block | TRPC6 inh | SKKanGAS inh | MrgX1 ag | MrgX1 antag | RGS4 act | TRPC6 act | TRPC4 inh | Platelet DG rel | HIF act
COc1ccc(NC(=O)c2ccc(OC(=S)N(C)c3ccc(OC)cc3)cc2)cc1 | i | i | i | -3 | i | i | i | i | i | -3 | -0.6
CCOc1ccc(OCC(O)CN2CCc3ccccc3C2)cc1 (centres undefined) | i | i | i | 3 | i | i | i | i | i | 3 | 0.0
NC(=O)CSc1nnc(-c2cccs2)n1Cc1ccco1 | i | i | i | -9 | i | i | i | i | i | 10 | -0.7
Cc1cccc(/C=C2\CS/C(=C\c3cccc(C)c3)C2=O)c1 | i | i | i | -2 | i | i | i | i | i | 1 | 0.4
CSC1=NSC2=NC(=O)/C(=C/c3coc4ccc(O)cc4c3=O)C(=N)N12 | i | i | i | / | i | i | i | i | i | -7 | -0.1
Cc1nc(SCc2ccc(C(=O)O)cc2)c2c(C)c(C)sc2n1 | i | i | i | 1 | i | i | i | i | i | -7 | -0.2
COc1ccc(-c2cn3cccnc3n2)cc1NC(=O)c1cc(OC)c(OC)c(OC)c1 | i | i | i | 1 | i | i | i | i | i | 4 | -0.1
CCN1CCN(S(=O)(=O)c2ccc(Cl)c(C(=O)N(C)CCOc3ccc(Cl)cc3)c2)CC1 | i | i | i | -3 | i | i | i | i | i | -18 | 0.1
CCN1C(=O)c2ccccc2S(=O)c2ccc(C(=O)N3CCCC3)cc21 (centres undefined) | i | i | i | -3 | i | i | i | i | i | 0 | -0.1
CCN1C(=O)[C@H]2[C@@H](c3ccc(-c4ccccc4)c(OC)c3)N[C@@](Cc3ccccc3)(C(=O)OC)[C@H]2C1=O | i | i | i | 12 | i | i | i | i | i | 2 | -0.2
CCOc1ccc(Nc2nc(N)nc(CSC(=S)N3CCN(c4ccccc4)CC3)n2)cc1 | i | i | i | 27 | i | i | i | i | i | 11 | 0.3
COC(=O)c1ccccc1N1C(=O)[C@@H]2C(c3ccc(F)cc3)=NO[C@@H]2C1=O | i | i | i | 0 | i | i | i | i | i | 4 | -0.3
S=C(Nc1cccc(Cl)c1)N(CCCN1CCCC1)Cc1cccn1Cc1ccc(Cl)cc1 | i | i | i | -21 | i | i | i | i | i | -5 | -0.3
Cc1ccc(NC(=O)[C@@H](NC(=O)c2cccc(S(=O)(=O)N3CCOCC3)c2)C(C)C)cc1C | i | i | i | 7 | i | i | i | i | i | -1 | -0.1
O=c1[nH]c(CSc2nnnn2-c2ccccc2)nc2ccccc12 | i | i | i | 13 | i | i | i | i | i | 7 | -0.1
NC(=O)CSc1nnc(-c2ccncc2)n1CCc1ccccc1 | i | i | i | -1 | i | i | i | i | i | -2 | -0.4
COCC(=O)N=Nc1c(O)[nH]c2ccccc12 | i | i | i | -1 | i | i | i | i | i | -3 | 0.1
CN(C)C(CNC(=O)C1CCN(S(=O)(=O)c2cccc(Cl)c2Cl)CC1)c1ccccc1 (centres undefined) | i | i | i | 5 | i | i | i | i | i | 4 | 1.9
C=CCn1c(SCCN2C(=O)c3ccccc3C2=O)nc2scc(-c3ccccc3)c2c1=O | i | i | i | 0 | i | i | i | i | i | 1 | -0.1
CC(=O)c1ccc(-n2c(-c3cc(-c4ccsc4)n[nH]3)n[nH]c2=S)cc1 | i | i | i | 16 | i | i | i | i | i | 1 | -0.4
CCOC(=O)CC(NC(=O)c1cc2cccc(OC)c2oc1=O)c1cccc([N+](=O)[O-])c1 (centres undefined) | i | i | i | 1 | i | i | i | i | i | -2 | -0.7
CC(=O)Nc1ccc(NC(=O)c2ccco2)cc1 | i | i | i | -13 | i | i | i | i | i | -4 | 0.7
Cc1ccc(S(=O)(=O)N(C)c2c(C)ccc(S(=O)(=O)NC(C)(C)C)c2C)cc1 | i | i | i | 4 | i | i | i | i | i | 2 | -0.4
O=C(N/N=C\c1cccnc1)C1c2ccccc2Oc2ccccc21 | i | i | i | 5 | i | i | i | i | i | 1 | -0.1
O=C(NCc1ccco1)C(C(=O)c1ccc(F)cc1)n1ccccc1=O (centres undefined) | i | i | i | 0 | i | i | i | i | i | -8 | 0.4
CCOC(=O)C1CCCN(CCC(C)c2ccccc2)C1 (centres undefined) | i | i | i | -1 | i | i | i | i | i | -3 | 0.2
Cc1c(NC(=O)C2CCN(S(=O)(=O)c3ccccc3)CC2)c(=O)n(-c2ccccc2)n1C | i | i | i | 1 | i | i | i | i | i | 6 | -0.2
COc1cccc(OCC(=O)Nc2ccc(OC)c(OC)c2)c1 | i | i | i | -7 | i | i | i | i | i | 6 | 5.6
Cc1ccc(/C=N/NC(=O)c2ccc(-n3cccc3)cc2)o1 | i | i | i | / | i | i | i | i | i | / | /
Cc1ccccc1-c1nc(CN2CCC(C(=O)NCCC3=CCCCC3)CC2)c(C)o1 | i | i | i | -5 | i | i | i | i | i | -2 | 0.0
CCOC(=O)c1c(NC(=O)C2c3ccccc3Oc3ccccc32)sc(C(C)=O)c1C | i | i | i | 3 | i | i | i | i | i | 8 | -0.7
O=C1C=C(N2CCOCC2)c2ccccc2C1=O | i | i | i | 34 | i | i | i | i | i | -2 | -4.6
Cc1ccc(NC(=O)CN2C(=O)S/C(=C\c3cccn3-c3cccc(C(=O)O)c3)C2=O)cc1C | i | i | i | 21 | i | i | i | i | i | 0 | -0.6
Cc1cc(C(=O)Nc2cccc(-c3ccc(N4CCOCC4)nn3)c2)ccc1[N+](=O)[O-] | i | i | i | 9 | i | i | i | i | i | 14 | 2.7
O=S(=O)(NC1CC2CCC1C2)c1ccc(Br)cc1 (centres undefined) | i | i | i | 5 | i | i | i | i | i | 7 | 0.3
CC(C)n1cc(CNC(=O)C2CCC(=O)N(Cc3ccccc3F)C2)cn1 (centres undefined) | i | i | i | -7 | i | i | i | i | i | 1 | 0.0
O=c1c2c(-c3ccc(Cl)cc3)csc2ncn1/N=C/c1cccc([N+](=O)[O-])c1O | i | i | i | -10 | i | i | i | i | i | -8 | 2.1
O=C(Nc1ccc(F)cc1F)N1CCN(C/C=C/c2ccccc2)CC1 | i | i | i | -11 | i | i | i | i | i | 15 | -0.2
Cc1ccc(OC(=O)c2cc3ccccc3o2)cc1 | 6.5* | i | i | -1 | i | i | i | i | i | -2 | -0.3
Cc1cc(Cl)ccc1NC(=O)NC1CCN(S(=O)(=O)c2ccc(F)cc2)CC1 | i | i | i | 0 | i | i | i | i | i | / | -0.9
